Screening data: PubChem BioAssay, National Center for Advancing Translational Sciences (NCATS)
PI5P4Ka inh: inhibitors of human PI5P4K alpha. P48426. PI5P4Kalpha enzyme, ADP-Glo luminescence, 60 min; active compounds read low. max response, %. 330,000 tested, 1.2% active. AID 652105; active means max response of -50% or lower; inconclusive means between -30% and -50%; inactive means -30% or higher; further: value at the top dose of about 77 µM; on the % scale 0 is the no-effect control and ±100 the full control effect
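Reactions run in 0.038 M HEPES pH 7.4, 0.28 mM EGTA, 0.1% CHAPS and 5% DMSO, with PI5P4Kalpha, substrate, compound and 5 microM ATP final, one hour at room temperature. Readout is ADP-Glo luminescence.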
WRN inhibitor: inhibitors of human WRN helicase; 360,000 tested, 0.46% active; WRN helicase unwinding, fluorescent forked duplex, kinetic; Potency, µM (highest dose often 114 µM), for inactives: at the highest dose activity change, negative = inhibition, hits mostly inhibitors; Q14191; further: potency means the concentration at half of the fitted maximal effect; on the % scale 0 is the no-effect control and ±100 the full control effect; nearly all actives have a fitted effect of over 55% in size
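Fluorescence dequenching readout, ex 525 nm/em 598 nm, kinetic mode: forked duplex DNA (100 nM final) with adjacent fluorophore and quencher unwound by WRN (20 nM final) with 2 mM ATP. Compound preincubation 15 min, room temperature.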
IL2 activator: activators of IL-2; AID 652025; 360,000 tested, 0.065% active; IL-2 activation reporter assay, cell-based qHTS; stimulated with anti-CD3/CD4/CD28 beads; in transgenic mouse T cells; activation, % (series mostly up to about 46 µM); in the data active means activation above about 50%; inconclusive means mostly about 30% to 49%; further: 0% is about no effect
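Unstimulated transgenic mouse T cells; 60-min compound exposure; bead-based TCR/CD4/CD28 stimulation; 18 h culture, 37 degrees C; dual fluorescence (EGFP, DsRed) plate cytometry.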
PLK1 PBD block: PLK1 (human) polo-box domain binding inhibition | Potency, µM, inactives show max response, negative = inhibition, most hits filed as inhibitors | P53350 | AID 720504 | 360,000 tested, 2.8% active | Plk1 PBD binding of FITC phosphopeptide, fluorescence polarization; further: potency means the concentration at half of the fitted maximal effect; series mostly up to about 57 µM; on the % scale 0 is the no-effect control and ±100 the full control effect; nearly all actives have a fitted effect of over 65% in size
GLP1R cytotox: cytotoxicity counter-screen for GLP-1 receptor inverse agonists | Potency, µM (series often up to 38.3 µM), without a hit: top-dose activity change, negative = inhibition, actives largely listed as inhibitors | HEK293 cAMP-luciferase reporter cells, luminescence, 24 h | 410,000 tested, 0.13% active;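 further: loss of luciferase light is scored as toxicity; potency means the concentration at half of the fitted maximal effect; on the % scale 0 is the no-effect control and ±100 the full control effect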
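MLSMR compounds, 24 hr on cells at 37 deg C/5% CO2; luminescence after luciferase reagent (12 min RT). Inhibition counted as the undesired cytotoxic outcome.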
D3 ag: activates the human D3 dopamine receptor; AID 652048; D3R DiscoveRx beta-arrestin cells, luminescence, 90 min; max activation, %; 410,000 tested, 0.58% active; in the data active means max activation above about 30%; further: 0% is about no effect; mostly tested at two doses, the higher about 12 µM
Target sequence (P35462 whole entry, looked up): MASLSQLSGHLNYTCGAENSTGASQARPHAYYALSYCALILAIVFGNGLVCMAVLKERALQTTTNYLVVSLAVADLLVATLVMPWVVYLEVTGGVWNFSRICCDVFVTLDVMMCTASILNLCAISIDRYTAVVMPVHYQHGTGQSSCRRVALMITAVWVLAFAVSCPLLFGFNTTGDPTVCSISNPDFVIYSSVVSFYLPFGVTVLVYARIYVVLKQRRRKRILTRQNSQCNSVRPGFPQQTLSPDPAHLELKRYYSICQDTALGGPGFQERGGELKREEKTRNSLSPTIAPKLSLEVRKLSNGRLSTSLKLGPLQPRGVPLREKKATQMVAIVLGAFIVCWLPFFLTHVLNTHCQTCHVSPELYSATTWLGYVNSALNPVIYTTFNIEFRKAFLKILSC
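Agonist-mode cell screen: cells plated at 1500/well and incubated overnight at 37 °C, then exposed to library compounds for 90 min at 37 °C. Detection reagent was added for 30–60 min at room temperature, and luminescence was read.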
DRD3 antagonist: blocks the human D3 dopamine receptor. P35462. AID 652054. 360,000 tested, 2.5% active. max response, negative = inhibition, %. D3R cells, DiscoveRx beta-arrestin luminescence, antagonist mode; active compounds read low; in the data active means max response below about -50%; inconclusive means no clear call, values can overlap the other calls; further: on the % scale 0 is the no-effect control and ±100 the full control effect; mostly tested at two doses, the higher about 12 µM
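Cells expressing the human receptor were seeded at 1500 cells/well, incubated overnight at 37 degrees C in 5% CO2, then exposed to library compounds with dopamine controls for 90 minutes at 37 degrees C before luminescent detection.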
GLP1R ag: activates the human GLP-1 receptor | Potency, µM (highest dose often 45.6 µM), for inactives: at the top dose activation, actives largely listed as activators | HEK293 GLP-1R CRE-luciferase, luminescence, 4-6 h; cells express a hypersensitive GLP-1R form | 380,000 tested, 0.007% active | P43220 | AID 624172; further: potency means the concentration at half of the fitted maximal effect; % of control where 0% means no effect
Target sequence (P43220 whole entry, looked up): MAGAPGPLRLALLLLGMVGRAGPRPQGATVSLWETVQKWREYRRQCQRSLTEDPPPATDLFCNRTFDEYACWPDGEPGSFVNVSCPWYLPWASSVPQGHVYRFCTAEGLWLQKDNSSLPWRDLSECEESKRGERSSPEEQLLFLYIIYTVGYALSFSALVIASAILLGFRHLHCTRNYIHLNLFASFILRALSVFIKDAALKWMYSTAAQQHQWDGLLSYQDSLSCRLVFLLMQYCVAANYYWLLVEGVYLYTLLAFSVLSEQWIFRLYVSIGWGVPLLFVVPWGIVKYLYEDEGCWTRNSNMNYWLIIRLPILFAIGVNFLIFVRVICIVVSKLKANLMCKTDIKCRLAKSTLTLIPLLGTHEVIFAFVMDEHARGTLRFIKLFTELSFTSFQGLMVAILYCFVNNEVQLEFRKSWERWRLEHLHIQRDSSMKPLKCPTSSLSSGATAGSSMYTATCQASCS
GLP1R inv ag: acts as inverse agonist at human GLP-1 receptor | HEK293 GLP-1R CRE-luciferase, luminescence, 24 h; GLP-1R form is constitutively active | Potency, µM (highest dose often 38.3 µM), without a hit: at the top dose activity change, negative = inhibition, actives largely listed as inhibitors | 410,000 tested, 1.6% active | AID 624417; further: potency means the concentration at half of the fitted maximal effect; on the % scale 0 is the no-effect control and ±100 the full control effect; nearly all actives have a fitted effect of over 55% in size
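Luminescence readout: a drop in cAMP-driven luciferase signal flags inverse agonism at a constitutively active GLP-1R stably expressed in HEK293. Compound exposure lasted 24 hr at 37 deg C, 5% CO2.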
An asterisk follows results filed as active; ? = inconclusive; · = no result given; & = joins results of further samples; [ ] = another dose, or the depositor's remark. Unless noted, the call rests on the fitted dose curve; in most records, active means well fitted curve in the direction sought with a large enough effect; inconclusive means small, poorly fitted or top-dose-only effect, or another doubt; inactive means no such curve, though single readings can be large; an effect the other way counts as inactive or inconclusive.

SMILES	PI5P4Ka inh	WRN inhibitor	IL2 activator	PLK1 PBD block	GLP1R cytotox	D3 ag	DRD3 antagonist	GLP1R ag	GLP1R inv ag
Cc1ccc(NC(=O)CN2C(=O)NC3(CCCCC3C)C2=O)cc1S(=O)(=O)N1CCOCC1 (stereo unspecified)	-9	-4%	-2.4	-1%	1%	-5	-14	-3%	1%
Cc1ccc(N=Nc2ccc(O)c(/C=N\NC(=O)c3ccc(N)cc3)c2)cc1C	·	-15%	-1.8	-16%	?	5	-22	-14%	0%
CCN(CC)S(=O)(=O)c1ccc(C(=O)NC(=S)N(CCO)Cc2ccccc2)cc1	-15	6%[57.1 µM]	-0.5	?	?	0	-4	-5%	29%
O=C(C1CCN(S(=O)(=O)c2ccc(-n3cnnn3)cc2)CC1)N1CCN(c2ccccc2)CC1	1	-8%[57.1 µM]	-3.8	-1%	-6%	-2	12	5%	4%
CCN(c1ccccc1)S(=O)(=O)c1ccc(Cl)c(C(=O)NCc2ccco2)c1	2	-8%	-3.3	-5%	0%	-16	-18	9%	?
COC(Cc1ccccc1N1CCCC1=O)OC	0	-2%	-1.5	-6%	-5%	7	23	-3%	10%
Cc1ccn2cc(CCNS(=O)(=O)c3ccc4c(c3)OCCO4)nc2c1	12	0%	5.1	4%	-8%	1	4	7%	15%
CCCCOCCCNC(=O)C[C@@H]1C[C@@]2(C(=O)OCC)CCC=C2N(Cc2ccco2)C1=O	-1	-4%	0.6	-8%	1%	-5	6	-4%	11%
O=C(CN1C(=O)C2CC=CCC2C1=O)Nc1nc2ccccc2[nH]1 (stereo unspecified)	1	3%	0.9	0%	4%	-2	-24	3%	6%
COc1cc(C)c(NC(=O)Cc2ccsc2)cc1OC	0	-1%	-1.2	-12%	6%	6	8	13%	20%
O=C(CCN1C(=O)c2ccccc2C1=O)N1CCCCCC1	-15	-10%	0.0	-20%	-4%	-3	-51*	18%	17%
CCO[C@@H]1OC(C(=O)N2CCOCC2)=C[C@H](C(C)(C)C)[C@H]1CCCO	-7	6%	1.4	-18%	2%	2	-19	7%	-2%
O=C(OCC(=O)N1CCc2ccccc21)c1cncc(Br)c1	-1	-4%	-1.7	-11%	-9%	-11	-10	8%	1%
CCn1nc(C)c(NC(=O)CC23CC4CC(CC(C4)C2)C3)c1C	4	-33%[57.1 µM]	0.3	1%	-10%[1.53 µM]	3	4	-4%	-12%
CCn1c(=NC(=O)c2ccco2)sc2cccc(F)c21	6	6%	-2.0	-11%	-16%	6	-6	31%	19%
O=C(CSc1nc(O)c(Cc2ccccc2F)c(=O)[nH]1)N1CCCCCC1	·	-10%	-3.9	-9%	14%	-6	?	3%	10%
CC(Oc1ccccc1)C(=O)N1CCC2(CC1)Oc1ccc(F)cc1C(=O)C21CC(c2cccnc2)=NO1 (stereo unspecified)	-3	-9%	-0.6	1%	-8%	-3	-2	-1%	-25%
O=C(OCc1ccccc1)C1CCCN1C(=O)c1cccs1 (stereo unspecified)	3	3%	1.1	-4%	-10%	-5	-6	1%	?
Cc1cc(C)n(-c2ccc(C(=O)Nc3cccnc3Cl)cc2)n1	-1	3%	-0.2	-10%	-16%	2	8	-2%	-19%
CCOc1ccc(CN2CCCC(N3CCN(c4ccc(OC)cc4)CC3)C2)cc1 (stereo unspecified)	5	3%	0.3	-7%	-16%	-1	0	0%	-14%
O=C(CO/N=C/c1ccccc1OC(F)F)NCc1cccs1	1	1%	0.6	-7%	-2%	5	-1	2%	-6%
COc1ccc(N2C(=O)N3[C@@H]4c5ccccc5OC[C@@H]4[C@@H](c4ccccc4)[C@@]3(C)C2=O)cc1	1	-28%	2.2	7%	-25%	0	11	-5%	-4%
O=C(O)CN1C(=O)/C(=C\c2cc(Br)ccc2OCc2ccc(Cl)cc2Cl)SC1=S	-6	-6%	-1.1	12µM*	-5%	0	37	-3%	11%
CCN(CC)S(=O)(=O)c1ccc2c(c1)c(=O)c(C(=O)NCc1ccc(Cl)cc1)cn2C	·	·	·	·	0%	-14	·	-1%	-4%
COc1cccc(N2CCN(C(=S)Nc3ccc(C)cc3C)CC2)c1	-2	2%	-1.3	5%	-10%	1	3	-1%	-7%
Next compounds.
SMILES	PI5P4Ka inh	WRN inhibitor	IL2 activator	PLK1 PBD block	GLP1R cytotox	D3 ag	DRD3 antagonist	GLP1R ag	GLP1R inv ag
CCN(CC)S(=O)(=O)c1ccc(N2CCN(C)CC2)c(NC(=O)CN2C(=O)NC3(CCCCC3)C2=O)c1	-4	-5%	0.1	-13%	3%	0	-2	-4%	5%
Cc1cccc(C)c1-n1c(SCC(=O)N2CC(=O)Nc3ccccc32)nc2ccccc2c1=O	-4	-7%	0.5	4%	-23%	3	9	7%	?
CCc1ccc(NC(=O)C(NS(=O)(=O)c2cccc3nsnc23)c2ccccc2)cc1 (stereo unspecified)	2	-17%[57.1 µM]	-0.7	3%	0%	-14&-12	-26	-15%	?
COc1ccc(OC)c(S(=O)(=O)N2CCNCC2)c1	0	-1%	-4.2	-2%	?	4	3	12%	-24%
OCCC1CN(Cc2ccc(F)cc2)CCN1CCc1ccccc1 (stereo unspecified)	0	6%	1.4	0%	-4%	-26	-25	-5%	-23%
O=C(Cc1ccccc1)c1ccc2c(c1)OCCO2	6	-4%	0.4	2%	-5%	0	11	6%	20%
COc1cc(/C=C2\SC(=O)N(CC(=O)Nc3ccccc3F)C2=O)cc(Cl)c1O	?	-8%[57.1 µM]	7.3	29%	61%[activator]	59*	154	-2%	54%[activator]
CC(C)CC1(C)NC(=O)N(CC(=O)Nc2ccc3c(c2)OCCO3)C1=O (stereo unspecified)	2	-9%	-1.5	-4%	61%[activator]	3	6	0%	2%
CCOc1ccccc1N(CC(=O)NC(C)(C)C)C(=O)Cn1nnc(-c2ccc(C)o2)n1	·	-12%	-3.2	-1%	-16%	6	13	6%	?
Cc1ccc(NC(=O)CCn2nnc3ccccc32)c(C)c1	-9	11%	4.1	?	7%	2	6	8%	-5%
Cc1nc2ncnn2c(Nc2ccc3c(c2)OCO3)c1Cc1ccccc1	·	6%	-1.8	-5%	-19%	10	26	6%	0%
CC(C)(C)NC(=O)CSC(=Nc1ccccc1F)NC#N	·	-6%	4.5	0%	-3%	10	8	-6%	20%
CC(C)NS(=O)(=O)c1ccc(NC(=O)Cc2cccs2)cc1	-6	2%	-1.6	-19%	16%	0	-14	4%	39%[activator]
CCc1c(C)nc(SCC(N)=O)c(C#N)c1C	·	-2%	-2.8	-3%	6%	2	15	0%	29%
Cc1ccc2c(c1)c1nnc(SCC(=O)N3CCCc4ccccc43)nc1n2CC(=O)O	-1	-29%	3.1	-3%	0%	0	-5	0%	2%
Cc1cc(C)n2c(SCC(=O)NCc3ccc4c(c3)OCO4)nnc2n1	-12	0%	0.7	24µM*	-1%	3	-11	-1%	8%
O=C(NS(=O)(=O)Nc1ccc(Cl)cc1)c1c[nH]c2ccccc12	2	-2%	0.7	-11%	-13%	5	10	0%	-3%
COc1ccc(OCCNC(=S)Nc2cccc3ccccc23)cc1	·	-10%	-2.3	-4%	-28%	-25	12	14%	?
CCc1ccccc1NC(=S)NNC(=O)c1ccccc1Cl	0	7%	1.2	6%	5%	-5	-11	3%	-7%
CCOC(=O)CN1C(=O)CN(c2ccc(C)c(C)c2)C1=O	-5	-4%	-0.5	?	2%	-1	6	-1%	16%
COc1cccc(-c2nc(CS(=O)(=O)CC(=O)NC3CCCC3)c(C)o2)c1	1	-6%	-1.8	-8%	-17%	-6	0	-5%	1%
CC(=O)c1ccc2c(c1)N(Cc1ccc3ccccc3c1)C(=O)C(C)S2 (stereo unspecified)	1	-11%	-0.5	-1%	-16%	-6	-75*	6%	?
CC(C)(C)OC(=O)N1CCN(c2ccc([N+](=O)[O-])cc2)CC1	4	2%	0.5	0%	1%	-10	-5	3%	10%
CCOC(=O)C1CN(S(=O)(=O)c2ccc(C)cc2)c2cc(S(=O)(=O)CC)ccc2O1 (stereo unspecified)	·	2%	-1.2	-5%	0%	-5	-15	0%	0%
CC(C)NS(=O)(=O)c1ccc(CCC(=O)Nc2ccc3c(c2)OCO3)cc1	·	-3%[57.1 µM]	-2.5	-6%	-11%	0	5	-2%	0%
(next part)
SMILES	PI5P4Ka inh	WRN inhibitor	IL2 activator	PLK1 PBD block	GLP1R cytotox	D3 ag	DRD3 antagonist	GLP1R ag	GLP1R inv ag
O=C(c1cnn2ccccc12)N1CCc2ccccc21	-7	4%	-0.9	8%	0%	2	18	1%	9%
O=C(C1=C[C@@H](c2coc3ccccc3c2=O)C[C@@H](OCc2ccc(CO)cc2)O1)N1CCN(Cc2ccc3c(c2)OCO3)CC1	-3	2%	-0.3	-10%	-7%	-15	14	5%	6%
COCCN(C(=O)CCCc1nc2ccccc2s1)c1c(N)n(CC(C)C)c(=O)[nH]c1=O	-6	-5%	0.9	24µM*	-5%	-6	-29	-3%	-10%
Cc1ccc2oc(-c3ccc(C)c(NC(=O)c4ccc(C(C)(C)C)cc4)c3)nc2c1	·	·	·	·	5%	-16	·	1%	3%
Fc1ccc(Cn2c(SCc3ccc(F)c(C(F)(F)F)c3)nnc2C(F)(F)F)cc1	·	-8%	-2.7	-2%	6%	29	17	-2%	-3%
Cc1noc(C)c1S(=O)(=O)N(C)C[C@H]1OCc2cn(nn2)CCCC(=O)N([C@@H](C)CO)C[C@@H]1C	-4	6%	-1.1	-7%	3%	4	1	1%	1%
CCOCCCn1c(=N)c(C(=O)NCc2ccccc2)cc2c(=O)n3ccccc3nc21	·	·	·	·	67%[activator]	9	·	-1%	13%
O=C(Cn1c(-c2cncs2)nc2ccccc21)NCCc1ccccc1	-5	-3%	-2.9	-1%	-34%	1	22	5%	-8%
O=C(Cn1cnc([N+](=O)[O-])c1)NCc1ccc(F)cc1	4	4%	-0.4	-9%	11%	-8	-29	-17%	2%
Cc1nc2ccc(NC(=S)N3CCCC3)cc2nc1C	0	3%	1.4	-11%	7%	-5	1	-2%	5%
CN1CCN(C(=O)c2cc(Cl)cc(Cl)c2NC(=O)c2ccco2)CC1	-1	5%	-1.3	27µM*	1%	4	6	-4%	15%
